Assay outcomes: PubChem, several laboratories
GASC-1 inh – inhibitors of GASC-1 histone demethylase, primary screen, biochemical, fluorescence, DELFIA europium. Lysine-specific demethylase 4C (Homo sapiens), Q9H3R0. GST-JMJD2C(1-420) H3K9me3 demethylation. inhibition, % at 2.35 µM. 0.069% of 330,000 active. AID 2099, 2009;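 active = more than half of a compound's replicate wells show inhibition beyond 50%, single wells judged on their own value; inconclusive = some, but no more than half, of replicates pass 50% inhibition; inactive = no replicate passes 50% inhibition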;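 also: signal counts dimethyl H3K9 product captured on neutravidin plate; 0% = median of DMSO wells and 100% = 0.3 times that DMSO median; strong numbers were not always called active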
PP1 inh – PP1-alpha phosphatase inhibitors, primary screen, counter-screen for PP5 inhibitor project, biochemical, fluorescence, OMFP substrate, single point | Serine/threonine-protein phosphatase PP1-alpha catalytic subunit (Homo sapiens), P62136 | purified PP1alpha | inhibition, % at 6.7 µM | 0.9% of 320,000 active;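 active = inhibition above the mean inhibition of all tested compounds plus 3 SD, computed separately for each screening campaign, cut at about 15% in these data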
Target sequence (P62136 whole entry, looked up): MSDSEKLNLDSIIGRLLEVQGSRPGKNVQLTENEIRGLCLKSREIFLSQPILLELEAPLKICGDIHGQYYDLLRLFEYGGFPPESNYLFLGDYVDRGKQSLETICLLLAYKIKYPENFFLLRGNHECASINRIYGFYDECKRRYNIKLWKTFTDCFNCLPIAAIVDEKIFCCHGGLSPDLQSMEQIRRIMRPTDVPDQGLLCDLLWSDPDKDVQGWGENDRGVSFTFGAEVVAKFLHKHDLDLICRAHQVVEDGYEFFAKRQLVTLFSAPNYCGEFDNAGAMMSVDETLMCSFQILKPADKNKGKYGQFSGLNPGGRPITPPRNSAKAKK
CTSL1 counter – Fasciola hepatica cathepsin L1 inhibitors, primary screen, counter-screen for PFM18AAP inhibitor project, biochemical, QFRET, fluorogenic peptide substrate; recombinant F. hepatica cathepsin L1, Z-Leu-Arg-MCA fluorescence; inhibition, % at 5.96 µM; 0.49% of 300,000 active; AID 1906, 2009;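 active = inhibition above the mean of all tested compounds plus 3 SD, set per screening campaign, cut at about 17% in these data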;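 also: 0% = plate median of test compound wells and 100% = 1 µM Z-Phe-Ala-diazomethylketone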
proCasp7 act – procaspase-7 activators, primary screen, counter-screen for procaspase-3 activator project, biochemical, absorbance, HTS, human; Caspase-7 (Homo sapiens), P55210; recombinant procaspase-7, Ac-DEVD-pNA absorbance 405 nm; D23A/D198A/D206A triple mutant, cannot self-cleave; scale: DMSO 0, 5 µM enzyme 100; activation, % at 8.5 µM; 0.093% of 330,000 active; AID 463210, 2010;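 active = percent activation above the screen-wide mean plus 3 SD, cut at about 25% in these data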
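System: Uncleavable procaspase-7 mutant enzyme; Amount: 2 µM procaspase-7 mutant as dispensed; Schedule: 1 h compound preincubation, 2 h substrate cleavage, 25 °C; Measured by: 405 nm absorbance of p-nitroaniline; Evaluation: percent activation from buffer-corrected 0–120 min absorbance change; Control set: low DMSO alone, high DMSO plus 5 µM PC-7.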
PP5 inh – PP5 phosphatase inhibitors, primary screen, biochemical, fluorescence | Serine/threonine-protein phosphatase 5 (Homo sapiens), P53041 | 0.18% of 320,000 active | purified PP5c, OMFP substrate fluorescence | inhibition, % at 6.7 µM;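 active = inhibition above the campaign's mean inhibition across all tested compounds plus 3 SD, cut at about 9.5% in these data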;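 also: 0% = DMSO only and 100% = 100 µM cantharidin control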
Target sequence (P53041 whole entry, looked up): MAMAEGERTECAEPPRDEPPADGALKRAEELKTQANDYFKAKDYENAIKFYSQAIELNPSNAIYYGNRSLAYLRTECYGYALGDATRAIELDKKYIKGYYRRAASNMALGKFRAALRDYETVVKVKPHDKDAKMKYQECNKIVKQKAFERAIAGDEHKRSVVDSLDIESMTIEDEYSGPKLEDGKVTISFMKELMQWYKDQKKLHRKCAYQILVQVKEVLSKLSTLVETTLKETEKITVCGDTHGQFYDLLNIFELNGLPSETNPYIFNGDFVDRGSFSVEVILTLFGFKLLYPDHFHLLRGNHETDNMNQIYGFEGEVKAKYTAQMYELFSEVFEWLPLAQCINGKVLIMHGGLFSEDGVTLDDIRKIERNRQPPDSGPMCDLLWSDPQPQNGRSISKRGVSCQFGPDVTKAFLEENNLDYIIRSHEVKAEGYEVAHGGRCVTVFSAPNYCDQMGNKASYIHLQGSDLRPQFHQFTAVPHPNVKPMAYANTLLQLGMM
core dimer inh – inhibitors of HCV core protein dimerization, primary screen, biochemical, TR-FRET, high-throughput. TR-FRET GST/Flag-core106 dimerization, 1536-well. inhibition, % at 5 µM. 0.33% of 300,000 active;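 active = inhibition above the mean of all tested compounds plus 3 SD, set per screening campaign, cut at about 45% in these data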
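Assay system: GST-tagged and Flag-tagged HCV core protein residues 1-106 / Times: compound-protein-antibody incubation 4 h at 22.5 °C / Signal: time-resolved FRET, ex 340 nm, em 617 and 671 nm / Evaluation: % inhibition based on acceptor/donor emission ratio / Benchmarks: wells lacking GST-core106 and wells with excess unlabelled core106 / Repeats: singlicate, one well per compound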
proCasp3 act – activators of human procaspase-3 D3A mutant, primary screen, biochemical, absorbance, PC-3 D3A mutant, single concentration; recombinant procaspase-3 D3A, Ac-DEVD-pNA absorbance 405 nm; activation, % at 8.5 µM; 0.11% of 330,000 active; Caspase-3 (Homo sapiens), P42574;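 active = activation above the mean of all tested compounds plus 3 SD, cut at about 21% in these data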;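 also: 0% = DMSO alone and 100% = DMSO wells spiked with extra 5 µM PC-3 D3A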
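Evaluation: percent activation relative to control range; Material: Procaspase-3 D3A mutant, all three cleavage aspartates alanine; Compound: single dose, 8.5 µM nominal compound, 0.8% DMSO; Replication: one well per compound; Signal: absorbance at 405 nm, 0 and 120 min; Schedule: 1 h preincubation plus 2 h reaction at 25 °C.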
TPT1 inh – Candida albicans TPT1 enzyme inhibitors, primary screen, biochemical, fluorescence polarization; tRNA 2'-phosphotransferase TPT1 (Candida albicans SC5314); recombinant caTPT1, FP RNA substrate dephosphorylation; 0.81% of 300,000 active; inhibition, % at 5 µM; AID 1962, 2009;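 active = inhibition above the mean of all tested compounds plus 3 SD, set per screening campaign, cut at about 24% in these data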;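 also: plate controls were DMSO alone for no effect and ferristatin control at 100 nM for full effect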
Efflux pump inh – inhibitors of Candida efflux pumps in yeast, primary screen, S. cerevisiae, Nile Red, multiplex; S. cerevisiae Candida pump triplex; inhibition, % at 10 µM; 0.44% of 330,000 active;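 active = plate passing quality check with inhibition over a set limit, or well fluorescence over plate mean plus 4 SD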;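 also: Nile Red retained in pooled yeast measured as flow cytometry median fluorescence; 0% = buffer negative control and 100% = Enniatin B positive control; higher means more Nile Red kept so more efflux inhibition; some compounds called inactive have numbers as strong as hits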
Active calls of the source: *; ? = inconclusive; · = no result given.

SMILES,GASC-1 inh,PP1 inh,CTSL1 counter,proCasp7 act,PP5 inh,core dimer inh,proCasp3 act,TPT1 inh,Efflux pump inh
Cc1c(C(C)C)c(=O)n(-c2ccc(S(=O)(=O)N3CCOCC3)cc2)n1C,7,-2,0,8,1.0,-3,-1,3,-0.1
Cc1ccc(S(=O)(=O)c2nc(-c3cccs3)oc2NCCCN(C)C)cc1,-1,2,-2,4,-3.4,4,1,4,-0.1
CCOc1cccc2sc(N(CCCN(C)C)C(=O)c3ccc(S(=O)(=O)N4CCc5ccccc5C4)cc3)nc12,-13,13,3,-11,8.6,-17,1,-3,0.0
CNC(=O)NC(=O)C(C)OC(=O)CCCSc1nc2ccccc2s1 (configuration not stated),-10,2,-20,3,2.3,-2,1,1,0.1
Cc1nnc(NC(=O)CCCOc2ccccc2)s1,4,-3,-3,7,-0.6,-3,0,0,-0.1
Cc1ccc(CNC(=O)C2CC(=O)N(c3ccc(OCC(=O)N4CCCC4)cc3)C2)cc1 (configuration not stated),-5,-3,6,4,0.9,3,-7,31*,0.0
CCOC(=O)CNC(=S)N(Cc1ccccc1)Cc1ccccc1F,6,2,-1,-5,1.1,-3,8,-4,0.2
Cc1cc(C)nc(SCc2nnc(SCC(=O)Nc3ccc(C)c(C)c3)o2)n1,3,2,-1,-5,3.5,5,3,0,0.0
COc1ccc(CCNC(=O)CSCc2n[nH]c(=O)[nH]2)cc1OC,44,-3,-3,0,-2.4,0,3,-1,0.0
CCOC(=O)C(=O)Nc1nccs1,-13,-1,-2,10,0.6,12,-2,-2,0.3
CC(=O)Nc1ccc(NS(=O)(=O)c2ccc(CN3C(=O)c4cccnc4C3=O)cc2)cc1,-2,0,-3,2,2.1,-6,9,0,0.1
CC(C)(C)NC(=O)C(=O)NCc1ccncc1,-3,-2,-3,7,-0.8,-2,0,2,-0.1
COc1ccc(-c2c(NC(=O)c3ccco3)oc3ccccc3c2=O)cc1,8,4,11,0,1.3,1,6,2,-0.1
O=C(Cc1cccs1)Nc1nnc(-c2ccncc2)s1,9,-1,-8,-4,2.9,11,-3,2,0.7
O=C(COc1ccc2c3c(c(=O)oc2c1)CCCC3)N1C[C@H]2C[C@@H](C1)c1cccc(=O)n1C2,?,30*,1,-5,1.8,1,-1,-4,-0.2

A few values from the results shown:
`COc1ccc(CCNC(=O)CSCc2n[nH]c(=O)[nH]2)cc1OC` in GASC-1 inh shows 44
`COc1ccc(-c2c(NC(=O)c3ccco3)oc3ccccc3c2=O)cc1` in Efflux pump inh shows -0.1
`Cc1cc(C)nc(SCc2nnc(SCC(=O)Nc3ccc(C)c(C)c3)o2)n1` in PP5 inh shows 3.5
`Cc1ccc(S(=O)(=O)c2nc(-c3cccs3)oc2NCCCN(C)C)cc1` in PP1 inh shows 2

Record cards (already shown). Screens in order: GASC-1 inh	PP1 inh	CTSL1 counter	proCasp7 act	PP5 inh	core dimer inh	proCasp3 act	TPT1 inh	Efflux pump inh
Cc1c(C(C)C)c(=O)n(-c2ccc(S(=O)(=O)N3CCOCC3)cc2)n1C across the screens: 7	-2	0	8	1.0	-3	-1	3	-0.1
Cc1nnc(NC(=O)CCCOc2ccccc2)s1 across the screens: 4	-3	-3	7	-0.6	-3	0	0	-0.1

Next part
SMILES,GASC-1 inh,PP1 inh,CTSL1 counter,proCasp7 act,PP5 inh,core dimer inh,proCasp3 act,TPT1 inh,Efflux pump inh
Cc1ccc(NC(=O)c2ccc3c(c2)OCCO3)cc1S(=O)(=O)Nc1cccc(Cl)c1,-7,4,-3,-3,2.4,18,15,3,-0.3
Cc1cc(C)c2sc(N(CCN(C)C)C(=O)c3c(F)cccc3F)nc2c1,2,-4,2,6,1.6,1,5,-1,0.1
Cc1cccc(CS(=O)(=O)Cc2ccc(C(=O)NC(C)c3ccccc3)o2)c1 (configuration not stated),4,-5,-3,-6,2.8,1,9,-3,0.0
Cc1nnsc1SCCNC(=O)c1ccc(F)cc1,6,2,-4,7,0.1,-1,-1,4,0.8
CN(C)S(=O)(=O)c1cc(NC(=O)CN2CCOCC2)ccc1Cl,-7,-2,-9,-2,1.2,0,-2,8,0.0
Cn1c(=O)c2c(ncn2CC(=O)N/N=C/C=C/c2ccco2)n(C)c1=O,-35,-2,2,-3,1.0,3,2,-1,0.1
Cn1c(CNC(=O)c2ccc3c(c2)OCO3)nnc1SCC(=O)Nc1ccc(F)cc1F,-16,-2,0,1,-0.6,0,-5,-1,0.0
Cc1sc2ncnc(N3CCC(C(=O)Nc4ccc(F)cc4Cl)CC3)c2c1C,-1,5,·,-14,2.2,·,1,·,-0.2
CSc1nnc(-c2sc3cc(C(F)(F)F)cnc3c2-c2ccccn2)n1C,-6,-3,-2,-2,-0.6,-3,3,-2,-0.2
Cc1c(CCC(=O)O)c(=O)oc2cc3occ(-c4ccc(Cl)cc4)c3cc12,-10,5,7,2,0.2,21,-1,2,0.1
CN(CC(=O)Nc1ccc(F)cc1)C(=O)COC(=O)CNC(=O)c1sc2ccccc2c1Cl,3,-7,15,1,0.8,5,-2,-1,0.1
O=C(c1ccc(Br)o1)N1CCC(Cc2ccccc2)CC1,-1,-1,-3,9,2.5,-1,7,1,-0.1
CCC1(c2ccc(Cl)cc2)NC(=O)N(CC(=O)NCc2ccc(F)cc2)C1=O (configuration not stated),5,-1,2,1,2.1,-11,1,0,0.0
COC(=O)c1cc(NC(=O)c2ccccc2)c(=O)oc1C,-21,-4,2,1,0.8,1,5,3,0.2
O=C(CSC1CC(=O)N(CCc2ccccc2)C1=O)Nc1cccc(Cl)c1 (configuration not stated),-6,2,-2,-9,6.7,2,-18,1,0.1

Marked active in TPT1 inh, among the entries above:
Structure	GASC-1 inh	PP5 inh	core dimer inh	proCasp3 act	TPT1 inh	Efflux pump inh
Cc1ccc(CNC(=O)C2CC(=O)N(c3ccc(OCC(=O)N4CCCC4)cc3)C2)cc1 (configuration not stated)	-5	0.9	3	-7	31*	0.0

Following part:
SMILES,GASC-1 inh,PP1 inh,CTSL1 counter,proCasp7 act,PP5 inh,core dimer inh,proCasp3 act,TPT1 inh,Efflux pump inh
NNC(=O)CNc1ccccc1Cl,0,1,-1,10,0.6,-2,-3,-3,-0.3
O=C(O)C(Cc1ccccc1)N1C(=O)c2c(Cl)c(Cl)c(Cl)c(Cl)c2C1=O (configuration not stated),7,2,-2,10,-0.3,10,-1,-1,0.0
O=[N+]([O-])c1cc(/C=N/O)ccc1N1CCCC1,7,-1,-2,14,5.0,6,9,0,0.1
CCC(C)C(NC(=O)C1CCC(C)CC1)C(=O)NCc1ccccn1 (configuration not stated),-8,-2,-1,-8,-1.5,-4,3,-3,0.0
COc1cc(/C=C/C(=O)OCC(=O)N2CCCc3ccccc32)ccc1OCC#N,·,-3,·,7,1.0,·,6,·,0.2
O=C(NCCN1CCOCC1)c1cc(S(=O)(=O)NCCCN2CCCC2=O)ccc1Cl,22,0,1,7,-0.4,-1,15,0,0.0
C#CCSc1nc(-c2cccs2)ccc1C#N,-11,-2,-2,-12,1.7,13,-4,-3,-0.1
CCNCCC(=O)N1c2ccccc2Sc2ccc(NC(=O)OCC)cc21,-14,9,4,0,-8.7,-6,2,-5,-0.4
O=C(O)Cc1ccc2[nH]c3ccc(CC(=O)O)cc3c2c1,-2,-2,0,-1,1.7,4,0,2,0.2
COC(=O)c1cc(C(=O)NC(C)(C)CC(C)(C)C)cc([N+](=O)[O-])c1,17,1,1,-1,1.9,-3,0,-5,-0.1
CCOC(=O)C1(CC2CCCCO2)CCN(S(=O)(=O)c2ccc(C)s2)CC1 (configuration not stated),-11,-1,6,8,0.7,7,-2,6,-0.1
CCn1cc(S(=O)(=O)c2ccc(C)cc2)c(=O)c2cc(OC)ccc21,17,0,2,1,3.8,-14,2,-3,0.1
COC(=O)C1CCN(C(=O)COC(=O)C2CCN(S(=O)(=O)c3ccc4c(c3)OCCO4)CC2)CC1,-2,-4,-7,6,0.3,9,3,1,0.0
COc1ccc2nc(CNC(=O)C3CCC(=O)N(CCc4ccccc4)C3)[nH]c2c1 (configuration not stated),1,1,1,-5,2.3,8,17,6,-0.1
CCOC(=O)N1CCC(NC(=O)CN2C(=O)C(CC)Oc3ccc(C)cc32)CC1 (configuration not stated),0,2,1,0,1.7,-7,7,-4,-0.1
Cc1cc(O)c(NC(=O)c2ccc(C)c([N+](=O)[O-])c2)cc1C,12,-3,2,12,-0.8,1,-9,0,-0.1
O=C(OCC(=O)N1CCCC1)c1cncc(Br)c1,-4,-2,2,-5,-1.1,-1,-9,-1,0.4
